Source: PubChem
Vif-APOBEC3F blk – blocks the Vif interaction with APOBEC3F; Potency, µM (series often up to 46.1 µM), inactives show at the top dose activity, negative = active; AID 602313; HeLa A3F-eYFP + Vif (tagged APOBEC3F with the HIV-1 protein that degrades it), YFP fluorescence increase; hit rate 0.2% among 390,000; also: potency is read from the fitted curve at half-maximal effect; % of control where 0% means no effect; nearly all actives have a fitted effect of over 65% in size
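HeLa cells stably expressing Vif plus C-terminally eYFP-tagged A3F were seeded, incubated overnight at 37 deg C, dosed with compound, incubated overnight again at 37 deg C. Yellow fluorescence (Ex 488/Em 500-530) reported blocked Vif-mediated A3F-eYFP degradation.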
RGS4 inh – inhibitors of human regulator of G protein signaling 4; Potency, µM (highest dose often 114 µM), inactives show at the highest dose activity change, negative = inhibition, most hits filed as inhibitors; Transcreener GDP fluorescence polarization, RGS4-accelerated GTP hydrolysis; hit rate 0.039% among 390,000; also: potency is read from the fitted curve at half-maximal effect; % is scaled to controls: 0 for no effect and ±100 for the full control effect; nearly all actives have a fitted effect of over 75% in size; some results filed as inactive show a strong effect at the top dose
Target sequence (P49798 whole entry, looked up): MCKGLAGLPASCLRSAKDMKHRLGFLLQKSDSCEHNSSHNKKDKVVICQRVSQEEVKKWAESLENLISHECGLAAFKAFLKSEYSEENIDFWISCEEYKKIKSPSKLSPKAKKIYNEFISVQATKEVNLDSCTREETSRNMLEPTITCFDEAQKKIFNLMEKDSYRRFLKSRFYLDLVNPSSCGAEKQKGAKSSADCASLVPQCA
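MLSMR compounds (23 nl, pin-transferred) preincubated 10 min at room temperature with a 500nM (2x) first reagent, then RGS4 at 900nM (2x) plus Transcreener GDP mix added; fluorescence polarization (620/688 nm) read before and after 90 min at 30 °C.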
LDHA block – LDHA (human) enzyme inhibition. purified LDHA, NADH/diaphorase-resazurin fluorescence; stronger effect = lower value. activity change, % (values are at about 110 or 230 µM). hit rate 0.15% among 480,000. P00338. AID 1347041; in the data active = activity change below about -30%; inconclusive = mostly about -25% to -30%;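 also: plate controls were DMSO wells for no effect and wells without enzyme for full effect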
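Resorufin fluorescence (ex540/em590), read at 0 and 20 min after diaphorase/resazurin addition, reports the NADH left after a 5 min room-temperature reaction of 2 nM human LDH5 with 0.06 mM NADH and 0.2 mM pyruvate.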
TrxR1 inh – rat TrxR1 inhibition | recombinant rTrxR1, NADPH fluorescence consumption, selenite substrate | Potency, µM (series often up to 114 µM), inactives show at the top dose activity change, negative = inhibition, most hits filed as inhibitors | hit rate 1% among 390,000; also: potency is read from the fitted curve at half-maximal effect; % is scaled to controls: 0 for no effect and ±100 for the full control effect; nearly all actives have a fitted effect of over 65% in size
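Rat TrxR1 (90 nM in the dispensed reagent) was pre-reduced with 400 uM NADPH for 5 min at room temperature, then incubated with compound for 15 min. After 400 uM selenite was added, NADPH fluorescence (Ex 340/Em 450 nm) was followed for 8 min.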
Vif-A3G inh – inhibitors of Vif-APOBEC3G interaction; Q9HC16; HeLa A3G-eYFP + Vif (tagged APOBEC3G with the HIV-1 protein that degrades it), YFP fluorescence, overnight; Potency, µM (doses to about 46.1 µM), for the others: at the top dose activity, negative = active, hits mostly inhibitors; hit rate 0.076% among 410,000; AID 602310;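 also: potency is read from the fitted curve at half-maximal effect; % is scaled to controls: 0 for no effect and ±100 for the full control effect; nearly all actives have a fitted effect of over 60% in size; hits raise eYFP signal because A3G escapes Vif-driven loss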
Target sequence (Q9HC16 whole entry, looked up): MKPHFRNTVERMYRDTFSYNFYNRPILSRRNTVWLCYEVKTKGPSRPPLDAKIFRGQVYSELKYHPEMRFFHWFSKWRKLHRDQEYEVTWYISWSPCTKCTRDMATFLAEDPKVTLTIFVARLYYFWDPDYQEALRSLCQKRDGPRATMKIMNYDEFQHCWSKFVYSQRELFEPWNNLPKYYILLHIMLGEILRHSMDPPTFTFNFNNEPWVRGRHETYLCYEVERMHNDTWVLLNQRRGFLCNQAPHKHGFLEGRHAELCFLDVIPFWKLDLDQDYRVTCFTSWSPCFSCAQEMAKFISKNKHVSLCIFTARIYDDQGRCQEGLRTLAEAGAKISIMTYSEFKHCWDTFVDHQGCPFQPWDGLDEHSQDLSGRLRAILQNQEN
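HeLa cells stably expressing Vif and C-terminally eYFP-tagged A3G, seeded overnight at 37 deg C, then exposed to compound by pintool overnight at 37 deg C. Rise in yellow fluorescence (Ex 488/Em 500-530, Acumen) marks blocked Vif-driven A3G degradation.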
TrxR1 substrate – rat thioredoxin reductase 1 substrate activity | AID 588456 | hit rate 0.01% among 390,000 | Potency, µM (titrated, usually from 114 µM), without a hit: top-dose activity change, negative = substrate turnover | O89049 | purified TrxR1 substrate turnover, NADPH consumption readout; also: potency is read from the fitted curve at half-maximal effect; % is scaled to controls: 0 for no effect and ±100 for the full control effect; nearly all actives have a fitted effect of over 50% in size
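Rat TrxR1, dispensed at 90 nM, was prereduced with 400 uM NADPH (final) for 5 min at ~22 deg C, then incubated with compound 15 min before 400 uM selenite. A first-read NADPH fluorescence drop versus no-compound background flagged substrates.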
mIDH1 inhibitor – inhibitors of human mutant IDH1 R132H; Potency, µM (series often up to 76.6 µM), for the others: at the highest dose activity change, negative = inhibition, usual class: inhibitors; IDH1-R132H enzyme, NADPH consumption, diaphorase/resazurin fluorescence; AID 602179; O75874; hit rate 0.093% among 390,000; also: potency is read from the fitted curve at half-maximal effect; % is scaled to controls: 0 for no effect and ±100 for the full control effect; nearly all actives have a fitted effect of over 65% in size
Target sequence (O75874 whole entry R132H, stated change not applied): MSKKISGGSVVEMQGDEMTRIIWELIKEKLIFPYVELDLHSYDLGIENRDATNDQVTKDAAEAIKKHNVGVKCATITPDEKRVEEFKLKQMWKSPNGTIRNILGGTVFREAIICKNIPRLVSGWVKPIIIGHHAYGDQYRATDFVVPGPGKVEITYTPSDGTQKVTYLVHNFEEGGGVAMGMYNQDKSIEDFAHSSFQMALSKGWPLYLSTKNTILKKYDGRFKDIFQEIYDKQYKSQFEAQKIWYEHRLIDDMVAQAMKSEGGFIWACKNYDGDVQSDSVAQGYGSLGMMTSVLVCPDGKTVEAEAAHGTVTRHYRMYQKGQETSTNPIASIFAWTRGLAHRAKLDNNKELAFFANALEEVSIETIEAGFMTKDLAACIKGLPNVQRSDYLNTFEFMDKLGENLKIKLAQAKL
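IDH1-R132H (0.5 ug/mL) preincubated 30 min with compound, then NADPH (0.016 mM) and alpha-KG (2 mM) added; 80 min at RT, pH 7.5. Remaining NADPH coupled via diaphorase/resazurin to fluorescence (540/590 nm); concentration-response curves normalized to no-enzyme control.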
USP1 inh – inhibitors of human USP1/UAF1 deubiquitinase; O94782; recombinant USP1/UAF1, Ub-Rhodamine cleavage fluorescence; Potency, µM (top dose mostly 57.1 µM), without a hit: top-dose activity change, negative = inhibition, hits mostly inhibitors; hit rate 0.23% among 390,000; AID 743255; also: potency is read from the fitted curve at half-maximal effect; % is scaled to controls: 0 for no effect and ±100 for the full control effect; nearly all actives have a fitted effect of over 60% in size; inactives centre near -12
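High-throughput fluorogenic screen: 1nM USP1/UAF1 complex, Ub-Rho substrate 150nM final, 50mM HEPES pH 7.8 with 0.5mM EDTA, 0.1 mg/ml BSA, 1mM TCEP and 0.01% Tween-20.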
Glioma ERSR ind – ER stress response induction in glioma; U87-MG GRP78 promoter luciferase reporter, 16 h; hit rate 0.02% among 420,000; AID 602332; Potency, µM, without a hit: top-dose activation, actives largely listed as activators; also: potency is read from the fitted curve at half-maximal effect; series mostly up to about 76 µM; % of control where 0% means no effect; nearly all actives have a fitted effect of over 35% in size
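ERSR induction read as luciferase luminescence (Bright-Glo, 10 min at room temperature) in stably transfected human U87-MG glioma cells exposed to compounds for 16 h, using GRP78 as sensor.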
Numbers without * were called inactive; ? = inconclusive; ! = not confirmed by another sample; [ ] = another dose, or the depositor's remark. Unless noted, calls follow the shape of the dose curve; as a rule, active = well fitted curve in the direction sought with a large enough effect; inconclusive = small, poorly fitted or top-dose-only effect, or another doubt; inactive = no such curve, though single readings can be large; an effect the other way counts as inactive or inconclusive. Only part of the results is shown. The share of hits here may be higher or lower than overall.

Value order – Vif-A3G inh | TrxR1 substrate | Glioma ERSR ind | USP1 inh | mIDH1 inhibitor | Vif-APOBEC3F blk | RGS4 inh | LDHA block | TrxR1 inh
COc1cc(C#N)ccc1OCC(=O)c1ccc2c(c1)OCCO2
 : 0% | 12% | -5% | -5% | 6% | 0% | -11% | -4 | 27%
CC1CCN(C(=O)Cn2nnc(-c3ccccc3)n2)CC1
 : 1% | 4% | 3% | -17% | 16% | -7% | 1% | -1 | 15%
Cc1onc(-c2ccccc2)c1C(=O)OCC(=O)N1CCN(c2ccccc2)CC1
 : -3% | 1% | -3% | -13% | -5% | -3% | 16% | -13 | 14%
O=C(NCCN1C(=O)S/C(=C\c2ccccc2F)C1=O)C1CCCN1C(=O)c1cccs1 (stereo not given)
 : -8% | 1% | -2% | -22% | 11% | -4% | -19% | 2 | -6%
O=C1Nc2ccccc2S/C1=C/Nc1cccc(Cl)c1
 : -23% | -1% | 8% | -14% | 7% | ? | -10% | 0 | 3%
O=C(COc1ccc(Br)cc1Cl)NC1CCCCC1
 : -2% | -7% | 1% | -17% | -6% | ? | -5% | -6 | -9%
COc1cc(NS(=O)(=O)c2ccc(NC(=S)NC(=O)/C=C/c3ccc(OC)c(OC)c3)cc2)ncn1
 : 1% | -9%[57.1 µM] | 0% | 16% | ? | 6% | ? | -8 | -8%[57.1 µM]
Cc1ccc(OCC(=O)NCC2(N(C)C)CCCCC2)cc1C
 : 4% | -6% | -2% | 10% | 21% | 0% | 15% | -10 | 17%
N#Cc1nc(-c2ccccc2Cl)oc1N1CCOCC1
 : -5% | 72%[activator] | 3% | -29% | 3% | -8% | 17% | -32*! | 21%
N#CC1=C(N)Oc2n[nH]c(-c3cccnc3)c2C1c1cc(F)ccc1F (stereo not given)
 : -4% | -3%[57.1 µM] | -4% | -15% | -21% | 13% | -29% | 0 | 8%[57.1 µM]

Looked up by structure from above, 5 records:
Value order – Vif-A3G inh | TrxR1 substrate | Glioma ERSR ind | USP1 inh | mIDH1 inhibitor | Vif-APOBEC3F blk | RGS4 inh | LDHA block | TrxR1 inh
N#Cc1nc(-c2ccccc2Cl)oc1N1CCOCC1
 : -5% | 72%[activator] | 3% | -29% | 3% | -8% | 17% | -32*! | 21%
Cc1ccc(OCC(=O)NCC2(N(C)C)CCCCC2)cc1C
 : 4% | -6% | -2% | 10% | 21% | 0% | 15% | -10 | 17%
COc1cc(C#N)ccc1OCC(=O)c1ccc2c(c1)OCCO2
 : 0% | 12% | -5% | -5% | 6% | 0% | -11% | -4 | 27%
Cc1onc(-c2ccccc2)c1C(=O)OCC(=O)N1CCN(c2ccccc2)CC1
 : -3% | 1% | -3% | -13% | -5% | -3% | 16% | -13 | 14%
N#CC1=C(N)Oc2n[nH]c(-c3cccnc3)c2C1c1cc(F)ccc1F (stereo not given)
 : -4% | -3%[57.1 µM] | -4% | -15% | -21% | 13% | -29% | 0 | 8%[57.1 µM]

(more compounds)
Value order – Vif-A3G inh | TrxR1 substrate | Glioma ERSR ind | USP1 inh | mIDH1 inhibitor | Vif-APOBEC3F blk | RGS4 inh | LDHA block | TrxR1 inh
COc1ccc(-c2oc(=O)c3cc(OC)c(OC)cc3c2C#CC2(O)CCCCC2)cc1
 : 2% | 66%[activator] | -4% | ? | -4%[38.3 µM] | 6% | -10% | 0 | 32%
CCCCS(=O)(=O)Nc1ccc2c(c1)ncn2C1CCCCC1
 : 0% | 5% | -1% | -6% | -4% | 6% | -7% | -1 | 14%
COc1ccc(CNC(=O)c2ccccc2C(=O)O)cc1
 : 4% | -9% | -7% | -14% | 6% | 3% | 0% | -7 | -12%
O=C(CSc1ncn[nH]1)CSc1ncn[nH]1
 : 4% | 11%[57.1 µM] | -6% | -1% | -7% | 8% | -54% | -2 | -21%[57.1 µM]
CCN(Cc1ccccc1)C(=O)c1cc(COc2c(F)cccc2F)on1
 : -7% | -4% | 3% | -12% | -2% | 1% | 12% | -6 | 10%
Cc1nnc(SCc2nnc(-c3cccs3)o2)s1
 : 1% | 2%[57.1 µM] | -2% | -10% | 5% | -7% | 11% | -5 | 4%[57.1 µM]
COC(=O)c1ccc(OS(=O)(=O)N(C)C)cc1
 : 1% | -4% | -2% | -17% | 12% | 1% | 19% | -1 | 1%
COc1cc2c(c(OC)c1OC)CC(=O)N(C)CC2
 : 0% | 4% | 3% | -9% | 1% | 3% | 19% | -6 | 10%
Cc1cccc(NC(=O)c2ccc(NC(C)c3ccccc3)c([N+](=O)[O-])c2)n1 (stereo not given)
 : 2% | -8% | -1% | 4% | 0% | -21% | 32% | -13 | 14%
CCCCN(C(=O)c1ccc(N2C(=O)c3ccccc3C2=O)cc1)c1c(N)n(CC(C)C)c(=O)[nH]c1=O
 : 0% | -5% | -7% | -9% | -6% | 4% | -9% | -10 | 4%

Continued.
Value order – Vif-A3G inh | TrxR1 substrate | Glioma ERSR ind | USP1 inh | mIDH1 inhibitor | Vif-APOBEC3F blk | RGS4 inh | LDHA block | TrxR1 inh
O=C(COc1ccc(C2SCCS2)cc1)NNC(=O)C(Cl)Cl
 : 0% | 4%[57.1 µM] | 3% | -12% | 1% | 2% | 13% | -18 | 11%[57.1 µM]
COCCNC(=O)C(c1ccc(F)cc1)N(CC1CCCO1)C(=O)CCC(=O)Nc1ccccn1 (stereo not given)
 : 1% | -5% | 4% | -19% | 6% | 5% | 9% | 1 | -1%
COc1ccccc1N1CCN(C(=O)c2nn(-c3ccc(C)cc3)c(=O)n(C)c2=O)CC1
 : -2% | 3%[57.1 µM] | 0% | -6% | -3% | 0% | 6% | -2 | 24%[57.1 µM]
CCCCC1(c2ccc(F)cc2)NC(=O)N(CC(=O)N2CCN(C(=O)c3ccco3)CC2)C1=O (stereo not given)
 : 0% | -4% | -4% | -15% | 8% | -18% | -15% | -1 | ?
Cc1ccc(CSc2nc3c(c(SCC(=O)O)n2)CCCC3)cc1
 : -5% | -7% | -1% | -16% | 1% | -8% | 2% | 4 | -8%
COc1ccc(CNC(=O)CCS(=O)(=O)c2cc(Br)cc3c2N(C(C)=O)C(C)C3)cc1 (stereo not given)
 : 1% | 0% | -2% | -8% | -7% | 2% | 0% | -8 | 4%
CN1C(=O)NC(c2ccc([N+](=O)[O-])cc2)C2=C1CC(C)(C)CC2=O (stereo not given)
 : -6% | 0% | -4% | -11% | -6% | 1% | -2% | -4 | 0%
O=C(Nc1ccc(C(=O)O)cc1)/C(=C\c1ccccc1)NC(=O)c1ccc(Br)cc1
 : -4% | -10% | -3% | -13% | 4% | 6% | -35% | -2 | -12%
O=C(CN1C(=O)/C(=C\c2ccccc2Cl)Oc2ccccc21)NCc1cccnc1
 : -8% | 14%[57.1 µM] | -6% | -6% | 17% | -6% | -28% | -8 | 28%[57.1 µM]
CN(C)CCCN1c2ccc3ccccc3c2Sc2cccc(Cl)c21
 : ? | 12%[57.1 µM] | 3% | -7% | 8% | -6% | -1% | 9 | 6%[11.4 µM]

The list goes on:
Value order – Vif-A3G inh | TrxR1 substrate | Glioma ERSR ind | USP1 inh | mIDH1 inhibitor | Vif-APOBEC3F blk | RGS4 inh | LDHA block | TrxR1 inh
CCOC(=O)N1CCN(C(=O)C2CCCN(S(=O)(=O)c3ccccc3)C2)CC1 (stereo not given)
 : -3% | 2% | -5% | -13% | 6% | -28% | -13% | -4 | 6%
O=C(COC(=O)CNC(=O)c1ccccc1Cl)NC1CC1
 : 3% | -2% | 1% | -17% | -2% | 7% | -12% | -3 | 18%
CC1(C)Cc2ccccc2-c2nc3ccccc3c(=O)n21
 : -2% | -5% | -2% | -19% | 3% | -3% | -4% | 1 | -3%
CCOc1ncccc1C(=O)OCc1cccc([N+](=O)[O-])c1
 : -6% | -2% | -2% | -2% | -1% | 6% | 21% | -1 | 9%
CCOC(=O)C1=C(O)/C(=C/c2ccccn2)SC1=Nc1ccc(Cl)cc1
 : 2% | -2% | 0% | -12% | 4% | 0% | -19% | -2 | 10%
O=C(OCC(=O)N1CCN(c2ccccc2)CC1)c1ccccc1NCCO
 : 0% | 217%[activator] | -1% | -21% | -16% | -16% | -6% | -7 | 13%[57.1 µM]
NC(=O)N/N=C/CCc1ccccc1
 : 0% | 5% | -5% | -10% | 8% | 6% | -16% | -5 | 19%[57.1 µM]
Cc1ccc(C(=O)N/C(=C\c2ccco2)C(=O)NC2CCS(=O)(=O)C2)cc1 (stereo not given)
 : -4% | 5% | -6% | -26% | -10% | 9% | 2% | 7 | -24%
Cc1ccc(Nc2nc3ccccc3c3nnc(C)n23)cc1Cl
 : -1% | 6% | 0% | ? | -12% | 8% | 45% | -7 | 22%
CCCS(=O)(=O)N1CCN(c2ccccn2)CC1
 : 2% | 13% | -2% | -6% | 7% | 4% | -6% | -7 | 5%
CCN1C(=O)[C@H]2[C@H]3CN=C(SC)N3[C@@](Cc3ccccc3)(C(=O)OC)[C@H]2C1=O
 : 4% | -4% | 1% | -13% | -3%[38.3 µM] | 0% | 13% | -10 | 5%
Cc1nn(C)c(C(=O)Nc2ccn(C34CC5CC(CC(C5)C3)C4)n2)c1[N+](=O)[O-]
 : -16% | -2% | -4% | -5% | 0% | -3% | -1% | 1 | 18%
